Assay outcomes deposited in PubChem BioAssay by National Center for Advancing Translational Sciences (NCATS).
PLK1 PBD inh: inhibitors of human PLK1 polo-box domain binding; AID 720504; Potency, µM, for the others: max response, negative = inhibition, usual class: inhibitors; Plk1 PBD binding of FITC phosphopeptide, fluorescence polarization; 360,000 tested, 2.8% active; P53350; also: potency is read from the fitted curve at half-maximal effect; series mostly up to about 57 µM; % is scaled to controls: 0 for no effect and ±100 for the full control effect; nearly all actives have a fitted effect of over 65% in size
Target sequence (P53350 whole entry, looked up, the tested form may be a part): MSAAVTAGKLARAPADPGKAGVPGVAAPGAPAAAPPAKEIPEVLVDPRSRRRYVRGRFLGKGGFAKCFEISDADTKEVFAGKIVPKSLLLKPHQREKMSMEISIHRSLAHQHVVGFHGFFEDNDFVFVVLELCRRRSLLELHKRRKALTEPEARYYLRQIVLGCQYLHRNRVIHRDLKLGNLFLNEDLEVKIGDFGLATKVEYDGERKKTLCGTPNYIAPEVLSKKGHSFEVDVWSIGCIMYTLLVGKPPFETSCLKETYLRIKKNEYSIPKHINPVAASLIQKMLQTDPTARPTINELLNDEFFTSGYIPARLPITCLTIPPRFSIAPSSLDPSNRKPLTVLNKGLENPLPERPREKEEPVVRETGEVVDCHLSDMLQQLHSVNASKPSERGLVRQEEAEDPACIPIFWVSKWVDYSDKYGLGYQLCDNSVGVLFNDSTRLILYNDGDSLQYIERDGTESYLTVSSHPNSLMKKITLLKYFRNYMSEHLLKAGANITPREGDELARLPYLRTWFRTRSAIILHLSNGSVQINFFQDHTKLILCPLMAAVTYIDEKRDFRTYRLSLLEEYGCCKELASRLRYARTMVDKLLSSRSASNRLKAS
PI5P4Ka inh: PI5P4K alpha (human) kinase inhibition | P48426 | PI5P4Kalpha enzyme, ADP-Glo luminescence, 60 min; stronger effect = lower value | max response, % | 330,000 tested, 1.2% active | AID 652105; active = max response of -50% or lower; inconclusive = between -30% and -50%; inactive = -30% or higher; also: value at the top dose of about 77 µM; % is scaled to controls: 0 for no effect and ±100 for the full control effect
Target sequence (P48426 whole entry, looked up): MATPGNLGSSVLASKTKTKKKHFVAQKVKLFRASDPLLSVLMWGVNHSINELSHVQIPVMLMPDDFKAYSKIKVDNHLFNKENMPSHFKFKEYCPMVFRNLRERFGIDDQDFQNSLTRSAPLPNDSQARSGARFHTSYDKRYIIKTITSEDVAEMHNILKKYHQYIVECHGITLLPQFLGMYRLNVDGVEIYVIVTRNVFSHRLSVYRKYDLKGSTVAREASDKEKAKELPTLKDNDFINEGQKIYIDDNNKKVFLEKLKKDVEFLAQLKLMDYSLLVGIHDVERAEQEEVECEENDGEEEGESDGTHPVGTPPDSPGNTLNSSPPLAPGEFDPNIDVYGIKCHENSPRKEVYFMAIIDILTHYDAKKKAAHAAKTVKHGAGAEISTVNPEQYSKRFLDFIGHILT
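ADP-Glo luminescence end-point after a 60 min room-temperature kinase reaction. PI5P4Kalpha and substrate in HEPES pH 7.4 buffer with EGTA, 0.1% CHAPS and 5% DMSO; ATP at 5 microM final.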
WRN inhibitor: blocks human WRN helicase | WRN helicase unwinding, fluorescent forked duplex, kinetic | Potency, µM (doses to about 114 µM), for the others: at the top dose activity change, negative = inhibition, most hits filed as inhibitors | 360,000 tested, 0.46% active; also: potency is read from the fitted curve at half-maximal effect; % is scaled to controls: 0 for no effect and ±100 for the full control effect; nearly all actives have a fitted effect of over 55% in size
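Kinetic red-fluorescence monitoring (525/598 nm) tracks WRN helicase activity after 100 nM fluorophore-quencher forked duplex and 2 mM ATP are added to 20 nM enzyme pretreated 15 min at room temperature with compound.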
FUS yeast rescue: suppressors of FUS proteinopathy in yeast; 390,000 tested, 0.24% active; AID 1347120; S. cerevisiae FUS-expressing, growth rescue, OD600, 24 h; Potency, µM (top dose mostly 76.6 µM), for inactives: top-dose growth rescue (activation), actives largely listed as activators;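 also: potency is read from the fitted curve at half-maximal effect; plate controls were DMSO vehicle for no effect and reference control for full effect; nearly all actives have a fitted effect of over 55% in size; some results filed as inactive show a strong effect at the top dose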
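S. cerevisiae expressing FUS from galactose induction served as the toxicity model. Growth after 24hr at 30C, read as absorbance at 600 nm, indicates suppression of toxicity; compounds dosed at several concentrations.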
EPAC1 ag: EPAC1 (human) agonism; O95398; EPAC1 agonist qHTS, biochemical assay; response scale: 100% = response to 6.5 mM cAMP; Potency, µM (titrated, usually from 154 µM), for inactives: at the top dose activation, actives largely listed as activators; 360,000 tested, 0.073% active; also: potency is read from the fitted curve at half-maximal effect; nearly all actives have a fitted effect of over 60% in size
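Nucleotide exchange assay: 100 nM EPAC1 with 250 nM Rap1B loaded with BODIPY-GDP and 50 uM GDP, room temperature. Fluorescence (480/540 nm) read every 5 min for 30 min; signal change normalized to 6.5 mM cAMP as full agonist.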
Abeta yeast res: compounds reversing amyloid beta toxicity in yeast. yeast expressing A-beta42, growth rescue, OD600, 48 h; response scale: 0% DMSO, 100% iron-clioquinol control. Potency, µM (series often up to 46.1 µM), inactives show at the top dose growth rescue, actives largely listed as activators. 410,000 tested, 0.063% active. AID 1347071; also: potency is read from the fitted curve at half-maximal effect; nearly all actives have a fitted effect of over 55% in size
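Yeast growth medium received pinned compounds, then yeast cells expressing toxic A-beta were added; plates incubated at 30 C for 48 hr. Growth read as absorbance at 600 nm, normalized to DMSO and equimolar FeCl3 plus clioquinol controls.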
IL2 activator: IL-2 activation; 360,000 tested, 0.065% active; AID 652025; IL-2 activation reporter assay, cell-based qHTS; stimulated with anti-CD3/CD4/CD28 beads; in transgenic mouse T cells; activation, % (series mostly up to about 46 µM); in the data active = activation above about 50%; inconclusive = mostly about 30% to 49%; also: 0% is about no effect
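Unstimulated transgenic mouse T cells; 60-min compound exposure; bead-based TCR/CD4/CD28 stimulation; 18 h culture, 37 degrees C; dual fluorescence (EGFP, DsRed) plate cytometry.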
EPAC1 antagonist: antagonists of human EPAC1 | O95398 | EPAC1 GEF assay, Rap1b-BODIPY-GDP exchange fluorescence | Potency, µM (doses to about 115 µM), inactives show top-dose activity change, negative = inhibition, actives largely listed as inhibitors | 360,000 tested, 0.14% active | AID 720709;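 also: potency is read from the fitted curve at half-maximal effect; plate controls were vehicle for no effect and positive control for full effect; nearly all actives have a fitted effect of over 50% in size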
Numbers without * were called inactive; ? = inconclusive; . = no result given; & = joins results of further samples; [ ] = another dose, or the depositor's remark. Unless noted, calls follow the shape of the dose curve; as a rule, active = well fitted curve in the direction sought with a large enough effect; inconclusive = small, poorly fitted or top-dose-only effect, or another doubt; inactive = no such curve, though single readings can be large; an effect the other way counts as inactive or inconclusive.

SMILES | PLK1 PBD inh | PI5P4Ka inh | WRN inhibitor | FUS yeast rescue | EPAC1 ag | Abeta yeast res | IL2 activator | EPAC1 antagonist
Cc1oc2ccc(NS(=O)(=O)c3ccc(C(C)(C)C)cc3)cc2c1C(=O)Nc1ccccc1 | -10.2% | -13.2 | ? | -1.4% | 15.1% | -1.5% | 2.1 | -14.4%
O=C(c1ccccc1F)N(Cc1cccs1)C1CCS(=O)(=O)C1 (stereo not given) | -11.2% | -3.6 | -0.4% | 7.0% | 1.3% | -7.9% | 1.1 | 11.2%
CC(C)Oc1ccc(C2CC(=O)N(c3ccccc3)C2=O)cc1 (stereo not given) | -2.2% | 3.8 | -3.3% | -2.5% | 0.6% | 11.5% | -0.6 | -0.9%
COc1ccc(NC(=O)c2cc(-c3ccc(OC)c(OC)c3)on2)cc1OC | -3.1% | . | 2.3% | 9.8% | 12.0% | 11.6% | -0.3 | 3.8%
O=C(NCCCNC(=O)c1cccs1)c1cccs1 | 2.67µM* | ? | ? | 4.0% | 1.2% | -9.6% | -0.3 | 0.6%
CC(Oc1ccc(Cl)cc1Cl)C(=O)Nc1ccc(N2CCN(C)CC2)cc1 (stereo not given) | -4.2% | 6.3 | -6.2% | 4.2% | 0.0% | 1.5% | 0.1 | 0.0%
CN(C(=O)c1ccc2c(c1)OCO2)C1(C)CCS(=O)(=O)C1 (stereo not given) | -4.8% | -0.5 | 4.3% | 7.5% | 11.0% | 3.6% | 0.5 | -12.5%
CCCC(=O)Nc1ccc(NC(=O)c2ccccc2OC)cn1 | -0.6% | 3.7 | -7.7% | 10.1% | -2.2% | -4.7% | -1.0 | -12.8%
COc1cccc(NC(=O)CS(=O)(=O)c2cccc3nsnc23)c1 | -0.6% | 0.9 | -0.9% | -5.7% | 0.5% | -10.1% | 1.6 | -5.8%
CCN(CC)C(=O)C1=C(C)N(Cc2ccccc2)C(=O)C(CC(=O)NCc2ccco2)C1 (stereo not given) | -2.4% | -2.0 | 2.3% | -12.6% | 0.4% | 1.3% | 2.4 | 13.8%
CC(C)(C)n1nnnc1C(c1ccccn1)N1CCN(C(c2ccccc2)c2ccccc2)CC1 (stereo not given) | -3.9% | -3.7 | -6.7% | 2.4% | 6.3% | 6.9% | -0.5 | -6.7%
COc1ccc(-c2oc(=O)c3cc(OC)c(OC)cc3c2/C=C/c2ccc([N+](=O)[O-])cc2)cc1 | -13.4% | -3.9 | 3.7% | 25.1% | 2.5% | 0.4% | -2.4 | -7.3%
Cc1ccc(SCCNS(=O)(=O)c2ccc(F)cc2)cc1 | -5.3% | 0.5 | -0.9% | 9.8% | 11.3% | -2.8% | -0.7 | -0.4%
CCC(C)NC(=O)C(Sc1ccccc1)c1ccccc1 (stereo not given) | -8.2% | 4.7 | -12.3%[57.1 µM] | 5.8% | -4.5% | 2.7% | -3.4 | -16.3%
CC1(c2nnc(Cc3ccccc3)o2)CC(c2ccncc2)=NO1 (stereo not given) | -2.7% | -0.5 | -3.5% | -3.8% | 3.3% | -6.5% | 1.3 | 7.1%
COc1ccc(S(=O)(=O)N2CCN(c3ccccn3)CC2)cc1[N+](=O)[O-] | -19.2% | 2.3 | 0.3% | -4.1% | 7.6% | 9.1% | -2.9 | -9.4%
O=C(NCCc1ccccn1)c1nc(Cn2cc(Br)cn2)no1 | -2.2% | -13.1 | -1.0% | -4.0% | 8.7% | -12.9% | -0.6 | 6.5%
CC(=O)C1=C(C)NC(C)=C(C(C)=O)C1c1ccc(-c2ccccc2Cl)o1 | -13.2% | 0.9 | -10.4% | 3.7% | 2.7% | 8.7% | 1.4 | 2.7%
Cn1cc(CNC(=O)c2ccc3nc(Cc4ccccc4F)oc3c2)cn1 | 1.5% | 0.0 | -16.1% | . | 7.4% | -8.2% | -4.0 | 8.9%
COc1ccc2c(c1)[C@@H]1[C@H](CO2)[C@H](c2ccccc2)[C@]2(C)C(=O)NCC(=O)N12 | 1.1% | -1.2 | -1.3% | 12.1% | 5.3% | 7.9% | 1.3 | -10.3%
COc1cccc(CNc2nc3cc(-c4ccc(C)cc4)sc3c(=O)n2C)c1OC | 2.6% | 33.2 | -3.3%[57.1 µM] | 1.5% | 2.8% | 3.8% | 0.5 | -9.9%
CCN(CC)S(=O)(=O)c1ccc(C)c(NC(=O)CNc2cccc(S(=O)(=O)N3CCOCC3)c2)c1 | 3.0% | 5.8 | -4.9% | 6.2% | 4.8% | 8.1% | 0.3 | -6.4%
CCCc1cc(=O)oc2cc(OCC(=O)NCCc3c[nH]c4ccc(OC)cc34)ccc12 | 5.1% | 0.0 | 4.4% | 6.6% | -27.2% | -0.3% | 0.0 | -12.8%
CCCCC#Cc1ccc(C(=O)NNC(=O)Nc2ccccc2)o1 | -2.9% | -8.2 | -28.1% | -4.3% | 0.9% | 1.4% | 1.7 | 8.7%
Cc1cc(C)cc(NC(=O)CSc2nnc(NC(=O)C3CC3)s2)c1 | -12.3% | 1.7 | 12.9% | -5.5% | 8.5% | 5.9% | -0.3 | 7.9%

Overlap with the part before: 3 compounds, followed by the next part.
SMILES | PLK1 PBD inh | PI5P4Ka inh | WRN inhibitor | FUS yeast rescue | EPAC1 ag | Abeta yeast res | IL2 activator | EPAC1 antagonist
CCCc1cc(=O)oc2cc(OCC(=O)NCCc3c[nH]c4ccc(OC)cc34)ccc12 | 5.1% | 0.0 | 4.4% | 6.6% | -27.2% | -0.3% | 0.0 | -12.8%
CCCCC#Cc1ccc(C(=O)NNC(=O)Nc2ccccc2)o1 | -2.9% | -8.2 | -28.1% | -4.3% | 0.9% | 1.4% | 1.7 | 8.7%
Cc1cc(C)cc(NC(=O)CSc2nnc(NC(=O)C3CC3)s2)c1 | -12.3% | 1.7 | 12.9% | -5.5% | 8.5% | 5.9% | -0.3 | 7.9%
COc1ccc(/C=N/NC(=O)c2ccccc2OCc2ccccc2)c(OC)c1 | -9.5% | -7.9 | -9.6% | 15.1% | 10.8% | -14.8% | 2.9 | -2.6%
Cc1cc(N2CCOCC2)nc(SCC(=O)c2ccccc2)n1 | -1.7% | . | -1.9% | 1.4% | 3.2% | 14.0% | -1.2 | 9.7%
CCn1c(=O)c([N+](=O)[O-])c(NCCc2ccccc2)c2ccccc21 | -0.6% | -4.4 | -13.6%[57.1 µM] | 3.8% | 1.3% | 14.1% | -3.8 | -9.6%
CCOC(=O)C(=Cc1ccc(-n2ccnc2)cc1)C(=O)OCC | ? | -8.0 | -17.4% | 29.0% | -9.7% | -38.2%[inhibitor] | -3.2 | -10.2%
O=C(CNC(=O)c1ccccc1F)NCCCN1CCCC1=O | 4.8% | -2.5 | 7.9% | 6.0% | ? | 8.9% | 0.0 | -8.4%
O=C(COc1cccc(Cl)c1)NCC(c1cccs1)N1CCOCC1 (stereo not given) | 3.1% | -2.2 | 4.6% | -12.4% | -5.1% | 5.0% | 0.7 | -13.9%
Cc1ccc(-c2cc(C(=O)N3CCCc4ccccc43)c3ccccc3n2)cc1 | -8.3% | . | -5.4% | ? | 14.2% | -13.1% | -0.4 | -2.3%
CCn1nc(C)c(C2C(C#N)=C(N)OC3=C2C(=O)CCC3)c1C (stereo not given) | -4.7% | -4.7 | 2.2% | -5.8% | 4.3% | -9.6% | -2.3 | -12.8%
Cc1cc(F)ccc1Oc1cc(NN2CCCCC2)c([N+](=O)[O-])cc1[N+](=O)[O-] | -8.1% | 51.6 | 2.3% | 5.4% | 2.5% | -18.8% | 0.6 | -4.4%
COCC(=O)N[C@H]1CC[C@@H](CC(=O)NCc2ccccc2OC)O[C@@H]1CO | -1.9% | 1.3 | 1.8% | -18.5% | 1.6% | -12.1% | 1.1 | -0.4%
O=C1NCC(=O)N2C(c3ccccc3)c3[nH]c4ccccc4c3C[C@@H]12 (stereo not given in full) | -0.7% | 0.3 | -9.4%[57.1 µM] | -14.1% | 14.3% | -8.0% | 1.0 | -2.1%
COc1ccc(NC(=O)C2(C)Cc3c(-c4ccc5c(c4)OCO5)ccnc3O2)cc1 (stereo not given) | -0.7% | -2.4 | -5.0% | 40.7% | 13.8% | -0.5% | -0.4 | -6.9%
COc1ccc(CCc2ccc3cc(OC)ccc3n2)cc1 | -4.4% | 14.0 | -9.5% | -2.1% | 1.5% | 5.4% | -0.2 | -28.5%
Nc1c(C(=O)N/N=C/c2cccnc2)oc2nc(-c3ccccc3)cc(-c3ccco3)c12 | 64.6%[activator] | -4.4 | -4.9% | 13.7% | -46.1%[inhibitor] | -4.2% | 318.4* | 23.4%
O=S(=O)(N(Cc1ccccc1)[C@@H](CO)Cc1ccccc1)N(Cc1ccccc1)[C@@H](CO)Cc1ccccc1 | -5.8% | 4.5 | 0.6% | 10.1% | -9.7% | 4.3% | -0.9 | 1.4%
COc1ccc(-c2cc(C)no2)cc1S(=O)(=O)N1CCCN(Cc2ccccc2Cl)C1 | -3.1% | -7.7 | -3.5% | 12.4% | 2.9% | -11.9% | -4.0 | -12.1%
CSc1nsc(SC)c1CO | -6.9% | -2.1 | 0.6% | -2.4% | 3.5% | 8.3% | -0.5 | -2.6%
COc1ccccc1CNC(=O)CS(=O)Cc1nc(-c2ccc(OC)c(OC)c2)oc1C (stereo not given) | -8.9% | -0.3 | -5.8% | 9.3%&9.2% | 0.6% | 3.4%&-19.2% | -0.9 | -2.4%
O=C(O/N=C1\CCCc2ccccc21)c1cccs1 | -10.6% | 1.3 | -2.9% | -4.7% | 8.9% | 16.0% | 0.7 | -1.0%
CCOC(=O)c1cc(C)sc1/N=C/C1=C(O)CCCC1=O | -0.8% | 4.4 | -8.8% | . | 2.6% | -4.1% | 0.5 | 3.8%
O=S(=O)(NCCn1ccc2ccccc21)c1ccccc1 | -6.6% | -0.7 | -0.2% | -19.2% | 6.8% | 19.7% | -0.6 | -10.2%
CCOc1ccc(NC(=O)c2ccco2)cc1 | -4.9% | . | -1.4% | -10.0% | 4.0% | 1.6% | 0.9 | 8.6%
Cc1cc(C)c(S(=O)(=O)N2CCCOC2CNC(=O)C(=O)NCc2ccco2)c(C)c1 (stereo not given) | -10.0% | 8.5 | 9.0% | . | 6.2% | -3.5% | 0.4 | -1.3%
O=C(COC(=O)c1ccc(F)cc1F)NCc1ccc2c(c1)OCO2 | -13.1% | 2.6 | -29.2% | -2.9% | -7.4% | 2.3% | 3.9 | 1.1%
